Avidin fluor = green autofluorescence of compounds with avidin beads – biophysical, 488/530 nm, flow cytometry, artefact control, profiling panel | AID 1775, 2009 | fluorescence (KMESF) at 10 µM | compound fluorescence 488/530 nm; hits give high values | 220,000 tested, 0.38% active; in the data active means fluorescence above about 47; further: inactives centre near 10
Mcl1 Bid PPI = Mcl-1/Bid binding inhibitors, primary screen, biochemical, TR-FRET, 1536-well; TR-FRET Mcl-1/Bid-Dy647 peptide binding; inhibition, % at 21.7 µM; 220,000 tested, 0.97% active;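 active means compounds that cut the binding signal by more than half at the single screening dose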;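 further: His-tagged Mcl-1 with europium anti-His antibody binding Bid BH3 peptide; 0% = Mcl-1 plus peptide wells and 100% = peptide-only wells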
Target sequence (Q07820 whole entry, looked up): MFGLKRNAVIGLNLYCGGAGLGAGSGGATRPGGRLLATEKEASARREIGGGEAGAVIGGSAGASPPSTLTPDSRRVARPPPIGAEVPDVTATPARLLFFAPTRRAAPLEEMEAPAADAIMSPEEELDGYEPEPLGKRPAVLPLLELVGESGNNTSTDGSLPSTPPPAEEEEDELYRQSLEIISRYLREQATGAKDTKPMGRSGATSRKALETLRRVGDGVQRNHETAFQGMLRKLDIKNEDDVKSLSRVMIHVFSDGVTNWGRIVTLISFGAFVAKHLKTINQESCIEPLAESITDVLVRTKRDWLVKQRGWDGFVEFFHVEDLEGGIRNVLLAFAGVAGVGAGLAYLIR
Mcl1-Noxa inh = Mcl-1/Noxa binding inhibitors, primary screen, biochemical, TR-FRET, 1536-well; Induced myeloid leukemia cell differentiation protein Mcl-1 (Homo sapiens), Q07820; TR-FRET Mcl-1/Noxa peptide binding, 2 h; inhibition, % at 21.7 µM; 220,000 tested, 1.5% active; AID 1022, 2008;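 active means compounds that cut the protein-peptide binding signal by more than 50% relative to plate controls in a single-dose test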;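 further: His-tagged Mcl-1 with rhodamine Noxa BH3 peptide and terbium anti-His antibody; 0% = Mcl-1 plus Noxa peptide wells and 100% = peptide-only wells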
Pf gamet viab = late stage P. falciparum gametocyte viability inhibitors, primary screen, ATP luminescence, HTS; P. falciparum stage V gametocytes, 24 h; inhibition, % at 10.9 µM; 150,000 tested, 0.065% active; AID 743093, 2013;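 active means inhibition above the mean plus 3 SD of compounds within the control limits, set per campaign, cut at about 38% in these data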;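 further: 0% = DMSO wells and 100% = medium only without gametocytes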
* hit, by the source's call. Some of the compounds tested. The share of hits here may be higher or lower than overall.

#1 O=C(Nc1ccc(N2CCOCC2)c(S(=O)(=O)Nc2ccc(Cl)cc2)c1)c1cnccn1
#2 O=C1/C(=C/c2coc3ccc(O)cc3c2=O)SC(=S)N1c1ccccc1
#3 COc1ccccc1/C=C/C=N/n1c(-c2ccc(Cl)cc2)n[nH]c1=S
#4 Cc1ccccc1C1NC(c2ccccc2C)C([N+](=O)[O-])C(C)(C)C1[N+](=O)[O-] (stereo unspecified)
#5 O=C(CCCn1c(=O)oc2ccccc21)N1CCN(c2ccc(F)cc2)CC1
#6 CCC(C)[C@H](NC(=O)N1CCCCCC1)C(=O)OC (stereo partly specified)
#7 CCn1c(C)nc2cc(C(=O)NNC(=S)Nc3ccc(F)cc3)ccc21
#8 CNC(=S)NNC(=O)c1cc(C(C)(C)C)nn1Cc1ccc(F)cc1
entry no.,1,2,3,4,5,6,7,8
Avidin fluor,2,15,6,3,33,2,6,7
Mcl1 Bid PPI,-6,39,-14,1,-54,-13,-46,-51
Mcl1-Noxa inh,3,57*,10,8,1,-2,-11,-16
Pf gamet viab,-5,-6,-24,-1,-5,4,-16,-12

#9 N#CCN1CCC2(O)CCCCC2C1c1ccc2c(c1)OCO2 (stereo unspecified)
#10 Cc1onc(-c2ccccc2)c1CNS(=O)(=O)c1cccc(Cl)c1
#11 COc1ccc(/C=N/NC(=O)c2ccn[nH]2)cc1COc1ccc([N+](=O)[O-])c(C)c1
#12 COc1ccc(-n2nnnc2/C=C/Nc2cc(C(F)(F)F)ccc2OC)cc1
#13 Clc1cccc(Cl)c1CSc1nnc([C@@H]2CCCN2)o1
#14 Cn1ccnc1SCC(=O)c1ccc(O)cc1
#15 O=C1CS/C(=N/N=C\c2ccn[nH]2)N1
#16 Nc1nc(Nc2ccc(Cl)cc2)nc(NCc2ccco2)c1[N+](=O)[O-]
entry no.,9,10,11,12,13,14,15,16
Avidin fluor,8,6,5,6,16,4,6,7
Mcl1 Bid PPI,-5,1,0,-10,-6,17,-19,-32
Mcl1-Noxa inh,-2,12,1,6,17,36,-9,31
Pf gamet viab,-21,-19,6,-6,5,5,4,-5

Some values from above:
Reading for #10 in Mcl1 Bid PPI: 1
Reading for #1 in Mcl1-Noxa inh: 3
Reading for #13 in Mcl1 Bid PPI: -6

Other results.
#17 CC(C)(C)c1ccc(C(=O)NN2C(=O)CSC2=S)cc1
#18 CCOC(=O)c1nnn2c1nc(Nc1cccc(C(F)(F)F)c1)c1ccccc12
#19 CCCCCC1CC(CC(=O)Nc2ccc([N+](=O)[O-])cc2)OC1=O (stereo unspecified)
#20 COc1ccc(/C=C2\CCCc3c2nc2ccc(C)cc2c3C(=O)O)cc1O
#21 CN(NC(=O)c1ccccc1F)c1ccc([N+](=O)[O-])cn1
#22 Cc1cc(Sc2nnc(N)s2)c2ccccc2n1
#23 CCCCCC(=O)Nc1cccc(C2=NOC3(C2)C[C@@H](C(N)=O)N(C(=O)c2cc([N+](=O)[O-])cc([N+](=O)[O-])c2)C3)c1 (stereo partly specified)
#24 COc1ccc(N2C(=O)CC(c3cc(OC)c(OC)c(OC)c3)CC2=O)cc1
entry no.,17,18,19,20,21,22,23,24
Avidin fluor,6,6,8,3,8,7,9,8
Mcl1 Bid PPI,-25,5,-15,15,-18,4,-11,-16
Mcl1-Noxa inh,6,0,4,34,2,0,14,-5
Pf gamet viab,-10,-16,6,20,4,9,-25,27

#25 Cc1cc(N2C(=O)c3ccccc3C2=O)n(C)n1
#26 CN(C)c1cccc2c1c(NC(=O)Nc1ccc(F)cc1F)nn2C
#27 O=C(CSc1nnnn1Cc1ccccc1)c1ccc(F)cc1
#28 CCCCCNc1nc2sc3c(c2c(=O)n1-c1cccc(Cl)c1)CCN(C)C3
#29 FC(F)(F)c1cc(N2CCNCC2)c2ccccc2n1
#30 O=C(NNc1c(Cl)cc(Cl)cc1Cl)c1n[nH]c(=O)c2ccccc12
#31 Cn1cccc1/C=C1\SC(=Nc2ccc(O)cc2)NC1=O
#32 N=C(N)N1CCc2ccccc21
entry no.,25,26,27,28,29,30,31,32
Avidin fluor,8,6,8,10,8,4,9,7
Mcl1 Bid PPI,-21,-24,-20,2,-19,2,-4,-5
Mcl1-Noxa inh,1,-3,5,17,-14,5,23,-9
Pf gamet viab,-4,11,-6,4,-19,15,-16,10

Results in sequence from the entries so far:
Mcl1 Bid PPI, nos. 29–32, in order: -19, 2, -4, -5
Mcl1-Noxa inh, nos. 29–32, in order: -14, 5, 23, -9

(more compounds)
#33 Cc1ccccc1NC1=NC(=S)N(CC(N)=O)C12CCOC(C)(C)C2 (stereo unspecified)
#34 COc1cc(C(C)=O)ccc1COc1ccc(C(=O)O)cc1OC
#35 CN1CCN(C(=O)CCN2C(=O)/C(=C\c3ccc(Cl)cc3Cl)SC2=S)CC1
#36 O=C(CNC(=O)c1ccc(Cl)cc1Cl)Nc1ccc(F)cc1
#37 C/C(=N\Nc1ccc(Cl)c(C(=O)O)c1)c1ccccn1
#38 CC(C)c1ccc(Nc2nc(Cl)nc(NCc3ccco3)n2)cc1
#39 N#Cc1c(-c2ccc(F)cc2)c2c([nH]c1=O)-c1ccccc1OC2
#40 Cc1ccc(C(=O)N/C(=C\c2cn(C)c3ccccc23)C(=O)OCCN(C)C)cc1
entry no.,33,34,35,36,37,38,39,40
Avidin fluor,6,4,5,10,3,10,5,7
Mcl1 Bid PPI,-27,3,-15,5,-26,-18,-9,-25
Mcl1-Noxa inh,12,0,-2,8,14,10,21,16
Pf gamet viab,13,6,-8,12,-1,-4,-7,-23

#41 N/C(CS(=O)(=O)c1ccc(F)cc1)=N\O
#42 C=CCOc1c(CCC)cc(CCC)cc1C(N)=O
#43 O=C(CNC(=O)c1ccc(F)cc1)Nc1ccccc1C(F)(F)F
#44 COCc1cc(=O)n2[nH]c(N)nc2n1
#45 COc1ccc(-c2c(C(F)(F)F)[nH]n3c(=O)cc(-c4ccccc4)nc23)cc1
#46 C=CCc1ccccc1OCC(=O)O
#47 COCCCNc1nc2ccccc2nc1NS(=O)(=O)c1ccc(C)cc1C
#48 Cc1nn(CC(=O)N/N=C/c2ccc(F)cc2)c(C)c1[N+](=O)[O-]
entry no.,41,42,43,44,45,46,47,48
Avidin fluor,5,8,11,8,6,5,19,5
Mcl1 Bid PPI,78*,8,15,-33,22,-54,-2,8
Mcl1-Noxa inh,-6,-2,6,6,15,7,9,12
Pf gamet viab,10,15,-22,3,-31,-7,4,10

Filtered by structure, the entries above containing a cyano group.
#9 N#CCN1CCC2(O)CCCCC2C1c1ccc2c(c1)OCO2 (stereo unspecified)
#39 N#Cc1c(-c2ccc(F)cc2)c2c([nH]c1=O)-c1ccccc1OC2
entry no.,9,39
Avidin fluor,8,5
Mcl1 Bid PPI,-5,-9
Mcl1-Noxa inh,-2,21
Pf gamet viab,-21,-7

Remaining list, next part:
#49 Cn1c(CNC(=O)OC(C)(C)C)nnc1SCc1c(Cl)cccc1Cl
#50 COc1ccc(CN(C)C(=O)c2cnc(OC)cc2C(F)(F)F)c(OC)c1
#51 C/C(=N\NC(=O)c1cccc(S(=O)(=O)N2CCOCC2)c1)c1ccco1
#52 COc1cccc(CN2CCNC(=O)C2CC(=O)NCCn2nc(C)cc2C)c1OC (stereo unspecified)
#53 CC(C)CCN(CCC(C)C)C(=O)Cc1c(O)c2ccccc2[nH]c1=O
#54 Cc1ccccc1COCCN1CCN(S(=O)(=O)c2ccccc2)CCC1=O
#55 Cn1c(=O)cc(C(=O)N/N=C/c2ccc(Cl)cc2)[nH]c1=O
#56 CCOC(=O)c1cc(C#N)c(Nc2ccccc2OC)nc1C(F)(F)F
entry no.,49,50,51,52,53,54,55,56
Avidin fluor,9,5,7,7,8,10,4,8
Mcl1 Bid PPI,-33,0,-16,-20,-57,-16,-44,-10
Mcl1-Noxa inh,1,7,26,21,-17,0,17,1
Pf gamet viab,5,10,-10,1,2,-13,-18,17

#57 N#Cc1ccc(OCc2noc(-c3ccsc3)n2)cc1
#58 CCOC(=O)c1c(CN(CC)CC)n(C)c2cc(Br)c(O)cc12
#59 CCOC(=O)NC1c2ccccc2Oc2ccccc21
#60 O=C(NCc1ccccc1)c1ccc(=O)oc1
#61 Cc1cc(SCC2=NNC(=O)C2)c(Cl)cc1Cl
#62 COc1ccc(N=CC=C2OC(C)(C)C(C)(C)O2)cc1OC
#63 COc1ccc(N2C(=O)[C@@H]3[C@H](C2=O)[C@H]2C=CC=NN2[C@@H]3C(=O)Nc2ccc(Cl)cc2)cc1
#64 Cc1cc2c(NC(=O)Nc3ccc(C(F)(F)F)cc3)cccc2nn1
entry no.,57,58,59,60,61,62,63,64
Avidin fluor,3,7,10,6,7,19,6,6
Mcl1 Bid PPI,-8,-33,-12,-5,-76,-125,-15,5
Mcl1-Noxa inh,5,8,7,10,-44,29,-2,10
Pf gamet viab,-7,-1,0,18,-2,2,-15,12

#65 COc1ccc(/C=C2\SC(=S)N(C(C(=O)O)c3ccccc3)C2=O)c(OC)c1 (stereo unspecified)
#66 CC(=O)Nc1ccc(/C=C2\Sc3ccccc3C2=O)cc1
#67 COC(=O)c1sccc1S(=O)(=O)Nc1ccc(C)cc1
#68 O=C1/C(=C/c2cccs2)SC(=S)N1NS(=O)(=O)c1ccccc1
#69 CCCC(=O)NC(=S)Nc1cc(-c2nc3ncccc3o2)ccc1C
#70 CC1CCC2(CC1)NC(=O)N(CC(=O)Nc1cccc(S(=O)(=O)N3CCOCC3)c1)C2=O (stereo unspecified)
#71 O=C(CN1CCN(C(c2ccccc2)c2ccccc2)CC1)N1N=CCC1c1ccccc1 (stereo unspecified)
#72 CCc1nnc2n1N=C(c1cccc([N+](=O)[O-])c1)CS2
entry no.,65,66,67,68,69,70,71,72
Avidin fluor,5,12,6,11,5,3,6,5
Mcl1 Bid PPI,19,3,-3,30,-25,-25,-2,13
Mcl1-Noxa inh,18,25,-6,21,35,5,7,16
Pf gamet viab,-12,4,7,-12,17,-2,-10,11

#73 CCOc1ccc(/C(O)=C2/C(=O)C(=O)N(CCN(CC)CC)C2c2cccs2)cc1 (stereo unspecified)
#74 CC(=O)N/C(N)=N/c1nc2cc(C)ccc2o1
#75 COc1ccc(-c2c[n+]3c(n2-c2ccc(C)cc2)CCCCC3)cc1
#76 COc1ccc(NC(=O)C2CCCN(S(=O)(=O)c3cccnc3)C2)cc1OC (stereo unspecified)
#77 NC(=O)COC(=O)c1ccc(-c2ccc(O)cc2)cc1
#78 COC(=O)C1=C(C)N(c2ccc(OC)cc2)C(C)=C(C(=O)OC)C1c1ccc(OC)cc1
#79 Cc1ccc(-c2c[n+](Cc3ccc(Cl)cc3)c3n2CCC3)cc1
#80 CN(C(=O)COC(=O)/C=C/c1cccc([N+](=O)[O-])c1)C1CCS(=O)(=O)C1 (stereo unspecified)
entry no.,73,74,75,76,77,78,79,80
Avidin fluor,12,9,7,7,4,8,7,7
Mcl1 Bid PPI,-83,-15,-19,-17,-8,-71,-62,-10
Mcl1-Noxa inh,10,-7,5,-9,25,7,0,4
Pf gamet viab,16,-14,0,-4,7,-7,3,-12

Overlap with the part before: three entries; new compounds follow.
#78 COC(=O)C1=C(C)N(c2ccc(OC)cc2)C(C)=C(C(=O)OC)C1c1ccc(OC)cc1
#79 Cc1ccc(-c2c[n+](Cc3ccc(Cl)cc3)c3n2CCC3)cc1
#80 CN(C(=O)COC(=O)/C=C/c1cccc([N+](=O)[O-])c1)C1CCS(=O)(=O)C1 (stereo unspecified)
#81 Cc1ccc(N=C(N)N=C(N)N)c(C)c1
#82 CCOc1cc(/C=C2\SC(=O)N(c3ccc(O)cc3)C2=O)ccc1O
#83 Cc1cccc(NC(=S)N/N=C/c2cccc(O)c2)c1C
#84 Nc1nccc(-c2cc(-c3ccc(Cl)cc3Cl)no2)n1
#85 Cn1nnnc1SCC(=O)NC(=O)c1cccc([N+](=O)[O-])c1
#86 Nc1nc(CCl)nc(Nc2ccc3ccccc3c2)n1
#87 CC(/C=N/NC(=O)c1ccccn1)=C\c1ccco1
#88 COC(=O)c1sccc1NN1C(=O)c2ccccc2C1=O
entry no.,78,79,80,81,82,83,84,85,86,87,88
Avidin fluor,8,7,7,6,5,7,8,6,3,8,3
Mcl1 Bid PPI,-71,-62,-10,-17,-29,-62,30,-40,9,-112,-24
Mcl1-Noxa inh,7,0,4,-17,19,-19,-35,-8,-3,0,-4
Pf gamet viab,-7,3,-12,11,14,-7,4,-1,0,-10,8

Compound activity (PubChem BioAssay)
